TNAP inh hiacc: human TNAP enzyme inhibitors, primary screen, biochemical, luminescent, high phosphate acceptor level, uHTS; Alkaline phosphatase, tissue-nonspecific isozyme (Homo sapiens), P05186; purified TNAP, CDP-star luminescence, 1 M DEA; AID 1135, 2008; inhibition, % at 20 µM; hit rate 0.03% among 200,000;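 active = over 50% inhibition of tissue-nonspecific alkaline phosphatase at 20 µM in the single-dose screen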;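 also: plate controls were DMSO wells for no effect and EDTA-quenched wells as full inhibition for full effect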
Target sequence (P05186 whole entry, looked up): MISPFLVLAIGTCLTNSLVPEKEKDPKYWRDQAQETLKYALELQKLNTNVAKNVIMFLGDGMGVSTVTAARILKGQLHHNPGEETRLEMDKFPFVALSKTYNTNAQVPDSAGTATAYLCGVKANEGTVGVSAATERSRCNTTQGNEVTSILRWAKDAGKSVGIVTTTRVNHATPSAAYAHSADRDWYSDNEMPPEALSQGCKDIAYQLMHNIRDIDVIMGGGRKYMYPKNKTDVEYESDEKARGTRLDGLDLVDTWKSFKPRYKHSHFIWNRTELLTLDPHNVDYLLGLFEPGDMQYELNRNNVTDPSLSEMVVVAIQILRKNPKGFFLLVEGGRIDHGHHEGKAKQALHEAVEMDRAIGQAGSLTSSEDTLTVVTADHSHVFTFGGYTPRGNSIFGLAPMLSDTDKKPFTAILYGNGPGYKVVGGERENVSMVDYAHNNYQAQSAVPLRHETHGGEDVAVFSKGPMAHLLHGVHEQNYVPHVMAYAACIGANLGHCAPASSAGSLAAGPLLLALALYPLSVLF
TNAP act hiacc: TNAP activators at high phosphate acceptor level, primary screen, biochemical, luminescence, uHTS | purified TNAP, CDP-star luminescence, 1 M DEA, 30 min; active compounds read high; 0 = EDTA background, 1 = DMSO-only activity | activation factor at 20 µM | 200,000 tested, under 10 active | AID 1136, 2008;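 active = activation factor at least 2 at 20 µM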
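Control set: EDTA negative control, DMSO positive control / Assay system: human TNAP / Quantity: TNAP 1/800 final / Evaluation: TNAP activation factor scaled between EDTA and DMSO control wells / Measured by: luminescent substrate turnover signal / Compound dosing: one dose, 20 µM / Times: 30 min enzyme reaction at room temperature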
Diaphorase inh: diaphorase inhibitors and chemical oxidizers, primary screen, counter-screen for diaphorase-coupled primary assays, biochemical, uHTS, resorufin fluorescence; hit rate 0.69% among 190,000; AID 1217, 2008; diaphorase resazurin-to-resorufin fluorescence, NADH, 16 min; bacterial (C. kluyveri) enzyme, not human; inhibition, % at 20 µM;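 active = primary screen inhibition at 20 µM above a set limit, cut at about 50% in these data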;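 also: plate controls were DMSO with full reaction for no effect and wells lacking NADH for full effect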
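System: Diaphorase enzyme from Clostridium kluyveri | Amount: Enzyme working solution with 0.14 U/mL diaphorase | Benchmarks: No-NADH positive control and DMSO neutral control | Signal: Fluorescence of resorufin formed from resazurin, Ex 544/Em 590 nm | Schedule: 16-min room-temperature incubation before reading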
bIAP inhibitor: bovine intestinal alkaline phosphatase inhibitors, primary screen, selectivity assay for TNAP inhibitor project, biochemical, bovine IAP, CDP-star luminescence; alkaline phosphatase, intestinal [Bos taurus]; purified bovine IAP, 30 min; inhibition, % at 20 µM; 190,000 tested, under 10 active; AID 1019, 2008;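 active = over 50% inhibition of intestinal alkaline phosphatase at 20 µM in the single-dose screen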
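Incubation: 30 min reaction at room temperature / Material: purified bovine intestinal alkaline phosphatase (IAP) enzyme / Input: enzyme at 1/65,000,000 dilution / Dosing: 20 µM single dose / Signal: CDP-star luminescence signal / Reagent: CDP-star chemiluminescent phosphatase substrate, 30 µM final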
PMI act hi M6P: human PMI activators, high substrate, primary screen, biochemical, fluorescence intensity, near-saturating mannose 6-phosphate | Mannose-6-phosphate isomerase (Homo sapiens), P34949 | coupled PMI enzyme assay, resazurin fluorescence, 20 min; active compounds read high; 1 = untreated enzyme, 0 = substrate-free blank | activation factor at 20 µM | hit rate 0.34% among 190,000 | AID 1216, 2008;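 active = activation factor of 2 or more at 20 µM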
Target sequence (P34949 whole entry, looked up): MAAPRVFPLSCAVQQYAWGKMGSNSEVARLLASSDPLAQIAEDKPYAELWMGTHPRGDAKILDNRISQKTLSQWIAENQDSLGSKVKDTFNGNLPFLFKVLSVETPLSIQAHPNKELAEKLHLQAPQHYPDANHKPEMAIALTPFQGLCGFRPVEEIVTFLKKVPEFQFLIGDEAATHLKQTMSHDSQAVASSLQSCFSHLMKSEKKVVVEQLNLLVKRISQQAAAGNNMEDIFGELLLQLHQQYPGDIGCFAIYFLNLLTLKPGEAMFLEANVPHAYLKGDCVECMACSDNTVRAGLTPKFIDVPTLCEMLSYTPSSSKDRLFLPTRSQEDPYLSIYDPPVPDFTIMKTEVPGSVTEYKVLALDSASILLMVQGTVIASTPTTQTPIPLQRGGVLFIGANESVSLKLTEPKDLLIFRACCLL
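test system = human PMI in coupled enzyme assay | medium = HEPES-buffered pH 7.4 with magnesium and detergent | also added = 1.0 mM mannose-6-phosphate substrate with 0.22 mM NADP+ | compound = 20 µM single dose | times = 20 min incubation at room temperature | measured by = resorufin fluorescence (Ex 544/Em 590 nm) from resazurin via diaphorase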
L major viab: Leishmania major promastigote growth inhibition, primary screen | Leishmania major promastigotes, resazurin fluorescence viability | inhibition, % at 10 µM | hit rate 9% among 200,000; in the data active = inhibition above about 50%;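 also: promastigotes grown with compound for 44 hours at 28 °C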
Diaph act CS: compounds boosting diaphorase resazurin reduction – biochemical, uHTS, resorufin fluorescence, counter-screen for diaphorase-coupled primary assays, primary screen; Diaphorase/resazurin coupled assay, 16 min; active compounds read high; 1 = vehicle wells, 0 = NADH-free wells; activation factor at 20 µM; hit rate 0.005% among 190,000;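 active = diaphorase activity raised at least twofold by the compound at 20 µM; inactive = activation factor below 2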
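Material: Clostridium kluyveri diaphorase, purified enzyme; Quantity: enzyme 0.07 U/mL final; Medium: HEPES pH 7.4 buffer with MgCl2 and Tween 20; Dosing: single compound dose of 20 µM, 1% DMSO final; Schedule: 16 min reaction at room temperature; Measured by: red resorufin fluorescence at 544/590 nm excitation/emission.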
bIAP activator: bovine intestinal alkaline phosphatase activators, primary screen, biochemical, bovine IAP, CDP-star luminescence | activation factor at 20 µM | alkaline phosphatase, intestinal [Bos taurus] | AID 1016, 2008 | purified bovine IAP, 30 min; active compounds read high; fold of DMSO-control signal, blank-subtracted | hit rate 0.17% among 200,000;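 active = activation factor of 2 or more at 20 µM, a signal rise over negative controls twice the positive control's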
PMI act: activators of human PMI, primary screen, biochemical, fluorescence intensity, near-Km mannose 6-phosphate; hit rate 0.005% among 190,000; AID 1214, 2008; purified human PMI, coupled resazurin fluorescence, 20 min; active compounds read high; 1 = vehicle control, 0 substrate-free wells; Mannose-6-phosphate isomerase (Homo sapiens), P34949; activation factor at 20 µM;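 active = activation factor of 2 or more at 20 µM, relative to plate controls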
TNAP inh no acc: human TNAP enzyme inhibitors, primary screen, biochemical, luminescent, no phosphate acceptor, uHTS | purified TNAP, CDP-star luminescence, 30 min | inhibition, % at 20 µM | hit rate 0.26% among 200,000 | AID 1012, 2008;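 active = tissue-nonspecific alkaline phosphatase inhibition above about 50% at 20 µM in the single-dose screen, limit read from the data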;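 also: 0% = DMSO negative control and 100% = EDTA positive control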
Active calls of the source: *.

Molecule,TNAP inh hiacc,TNAP act hiacc,Diaphorase inh,bIAP inhibitor,PMI act hi M6P,L major viab,Diaph act CS,bIAP activator,PMI act,TNAP inh no acc
Cc1ccc(S(=O)(=O)N/N=C\C=C\c2ccccc2)cc1,-7,1.1,18,9,1.1,83*,0.8,0.9,1,-3
COc1ccccc1C1/C(=C(/O)c2ccccc2)C(=O)C(=O)N1CC(C)C (configuration not stated),-9,1.1,16,9,1,-1,0.8,0.9,1.1,-12
Cn1nccc1C(=O)Nc1cccc(C(F)(F)F)c1,-5,1,2,0,1.1,-2,1,1,1,-13
O=C(NC1=NCCS1)c1ccc2c(c1)C(=O)N(Cc1ccco1)C2=O,-4,1,23,1,0.8,-6,0.8,1,0.8,-6
C#CCOCCOCCOCCNc1nc(N2CCN(C(=O)Cn3cc(CCCN=C(N)N)nn3)CC2)nc(N2CCN(C(=O)Cn3cc(CCCN=C(N)N)nn3)CC2)n1,-7,1.1,-29,-17,1.4,-4,1.3,1.2,1.3,-18
CC(O)CCC(=O)NNC1=CC(=O)CC(C)(C)C1 (configuration not stated),-2,1,-4,3,1,-7,1,1,1.1,-3
Cn1ncc2c(NNC(=O)c3ccc(Cl)c(Cl)c3)ncnc21,4,1,10,4,0.9,-10,0.9,1,0.9,-148
CCOC(=O)C1=C(Nc2ccccc2)CC(C)(O)C(C(=O)OCC)C1c1ccc(Cl)cc1 (configuration not stated),-6,1.1,12,-11,1,5,0.9,1.1,1,-6
CC1(C)CC(=O)C2=C(C1)Oc1ncn(Cc3ccco3)c(=N)c1C2c1ccccc1 (configuration not stated),-5,1.1,19,9,1,4,0.8,0.9,1,-8
COc1cc2c(cc1OC)C(C(=O)NCc1ccco1)C1c3ccccc3CCN1C2=O (configuration not stated),-8,1.1,10,-18,1,34,0.9,1.2,1.1,1
COc1ccccc1C(=O)NCC(=O)N/N=C/c1cn[nH]c1-c1ccccc1,0,1,-2,-43,1.1,0,1,1.4,1.1,10
COC(=O)c1nn(-c2ccccc2)c2nnc(Cc3ccc(C)cc3)c(=O)n12,-2,1,-9,-5,1,1,1.1,1,1.1,-8
Cc1cc(S(=O)(=O)NC(C)C)ccc1OCC(=O)N1CCOCC1,1,1,5,3,1.1,-4,0.9,1,1,22
O=c1cc2c(n[nH]1)CCCC2,-3,1,12,27,0.9,-1,0.9,0.7,1.1,-8
CCc1cc(C(=O)N2CCCC(C(=O)c3cccc(OC(C)C)c3)C2)n(C)n1 (configuration not stated),-3,1,0,3,1.1,-4,1,1,1.1,-4
CCCn1c(CN2CCCCC2CC)nc2c1c(=O)n(C)c(=O)n2C (configuration not stated),-5,1,23,2,1,-2,0.8,1,0.9,-13
CN(C)C(=O)c1ccc(Oc2ccc(C(=O)N(C)C)cc2)cc1,-7,1.1,7,2,1,-7,0.9,1,1,-20
O=C(CSc1ncnc2c1cnn2-c1ccc(Cl)cc1)NCc1ccc2c(c1)OCO2,-4,1,-6,6,1,52*,1.1,0.9,1,4
COc1cc(OC)cc(-c2nc3ccccc3c(=O)o2)c1,-4,1,21,18,1,-1,0.8,0.8,0.9,-8
CCC(=O)N1CCc2cc(Br)cc(S(=O)(=O)NCc3ccco3)c21,8,0.9,-6,9,1,-4,1.1,0.9,1,9
CC1CCCCN1C(=O)Cn1cc(/C=C2/C(=O)Nc3ccccc32)c2ccccc21 (configuration not stated),15,0.8,32,10,0.8,19,0.7,0.9,0.8,12
O=c1c(-c2ccc(Br)cc2)coc2c(CN3CCOCC3)c(O)ccc12,-6,1.1,1,3,1,100*,1,1,0.9,-10
COc1ccc(-n2nnnc2-c2cn(C)nc2C(F)(F)F)cc1,-5,1.1,8,-1,1,-7,0.9,1,0.9,-8
CS(=O)(=O)N(CC(=O)N1CCN(Cc2ccc3c(c2)OCO3)CC1)C1CCCCC1,-3,1,11,-4,1,2,0.9,1,0.9,-7
O=C(CNC(=O)c1ccc(Cl)cc1Cl)OCc1nc2ccccc2s1,-1,1,20,12,0.9,-6,0.8,0.9,0.9,-17
CCC(=O)NC(=S)Nc1ccc(S(=O)(=O)NC(C)C)cc1,-4,1,12,13,1,-4,0.9,0.9,1,-6
Cc1cc(NCCN2CCCCC2)n2c(nc3ccccc32)c1C#N,0,1,12,-12,0.9,10,0.9,1.1,0.9,-3
O=C(NCc1ccc2c(c1)OCO2)c1ccc(C2SCC(=O)N2Cc2ccco2)cc1 (configuration not stated),-5,1.1,9,-10,0.9,1,0.9,1.1,0.9,-4
Cc1nn(C)cc1CN(C)C(=O)c1nn2c(c1Cl)NC(c1cccs1)CC2C(F)(F)F (configuration not stated),-4,1,12,2,1,-4,0.9,1,1,-12
O=C(COS(=O)c1ccccc1)Nc1cc(Cl)ccc1N1CCOCC1 (configuration not stated),-4,1,0,0,0.9,44,1,1,1,-4
Cc1ccc(C(=O)Nc2cccnc2)cc1NC(=O)c1ccco1,-4,1,15,14,1,6,0.8,0.9,0.9,-8
CCOC(=O)N1CCN(Cc2c(F)cccc2F)CC1,-2,1,7,8,1,-2,0.9,0.9,1,-8
O=C1C2C3c4ccccc4C(c4ccccc43)C2C(=O)N1CN1CCOCC1 (configuration not stated),-2,1,-8,0,1,9,1.1,1,1,7
O=C(/C=C\Nc1ccc(Cl)cn1)c1ccc(Br)cc1,-2,1,-7,2,1.1,20,1.1,1,1.2,-5
N#Cc1cccc(NC(=O)CCC2CCCC2)c1,-2,1,13,43,0.9,6,0.9,0.6,0.9,-2
CC(=O)OC[C@H]1O[C@@H](n2ncc(=O)[nH]c2=O)[C@H](OC(C)=O)[C@@H]1OC(C)=O,0,1,15,25,0.9,1,0.9,0.7,1,-8
O=S1(=O)C=C(SCc2cccc(Cl)c2)Nc2ccccc21,-2,1,9,2,1,-1,0.9,1,1,-1
O=C(COC(=O)CCC1CCCC1)NCc1ccc(Cl)cc1,-6,1.1,16,4,1,-3,0.8,1,1,-15
CCOc1ccc(NC(=O)CCCc2cc(-c3ccc(OCC)cc3)on2)cc1,-5,1.1,-18,0,1.1,-5,1.2,1,1.1,-11
CN(C)S(=O)(=O)c1ccc(C(=O)Nc2cccnc2)cc1,-5,1.1,15,9,1,-1,0.8,0.9,0.9,-10
COc1ccccc1-c1cc(C(=O)NC(C)C)no1,-4,1,7,-11,1.1,1,0.9,1.1,1.2,-2
Cc1cc(C(=O)C[N+]2(C)CCOCC2)c(C)n1-c1ccc(Br)cc1,-2,1,14,-7,1,1,0.9,1.1,1,-2
COc1ccccc1Nc1nc(N)nc(CN2CCC(C)CC2)n1,-5,1,14,9,1,6,0.9,0.9,1,-10
CCN(CC)S(=O)(=O)c1ccc(NC(=O)c2ccc(CN3CCOCC3)cc2)cc1,0,1,0,-1,1,6,1,1,1,-4
CCOC(=O)c1c(NC(=O)/C=C\C(=O)O)sc(C)c1-c1ccccc1,-7,1.1,8,6,1,-1,0.9,0.9,1.1,-7
O=C(COC(=O)c1ccc2c(c1Cl)C(=O)c1ccccc1C2=O)NC1CCCCC1,3,1,23,-7,1.3,-5,0.8,1.1,1.4,-5
O=C1CC(Sc2nnnn2-c2ccccc2)C(=O)N1c1cccc(Cl)c1 (configuration not stated),0,1,16,-3,1.1,71*,0.8,1,0.9,-6

Profiles from above.
CCN(CC)S(=O)(=O)c1ccc(NC(=O)c2ccc(CN3CCOCC3)cc2)cc1 in the list: TNAP inh hiacc: 0; TNAP act hiacc: 1; Diaphorase inh: 0; bIAP inhibitor: -1; PMI act hi M6P: 1; L major viab: 6; Diaph act CS: 1; bIAP activator: 1; PMI act: 1; TNAP inh no acc: -4
CCOC(=O)c1c(NC(=O)/C=C\C(=O)O)sc(C)c1-c1ccccc1 in the list: TNAP inh hiacc: -7; TNAP act hiacc: 1.1; Diaphorase inh: 8; bIAP inhibitor: 6; PMI act hi M6P: 1; L major viab: -1; Diaph act CS: 0.9; bIAP activator: 0.9; PMI act: 1.1; TNAP inh no acc: -7

Source: PubChem BioAssay
